Assay outcomes deposited in PubChem by National Center for Advancing Translational Sciences (NCATS).
HTT ATP protect – cytoprotection in Huntington HTT-Q103 PC12 cell model. 0.14% of 230,000 active. Potency, µM (doses to about 56.4 µM), for the others: cytoprotection (ATP increase), actives largely listed as activators. PC12 HTT-Q103 induced, cytoprotection, ATP luminescence, 40 h. AID 1471;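 further: % of control where 0% means no effect; nearly all actives have a fitted effect of over 45% in size; toxic huntingtin expression switched on by the ecdysone agonist tebufenozide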
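Readout: ATPlite luminescence (ATP level). Model: stable PC12, inducible Htt exon1 Q103-GFP. Inducer: tebufenozide, 100 nM final. Compounds: dose series. No G418 in medium.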
JMJD2E inh – inhibitors of human JMJD2E histone demethylase; 1.6% of 230,000 active; JMJD2E catalytic domain, FDH-coupled NADH fluorescence (FDH is formaldehyde dehydrogenase); AID 2147; Potency, µM (series often up to 57.1 µM), inactives show at the highest dose activity change, negative = inhibition, hits mostly inhibitors; B2RXH2; active means well fitted inhibition curve with a large enough effect, not every such curve was filed as active; inconclusive means small, poorly fitted or top-dose-only effect, or another doubt; inactive means no such curve, though single readings can be large or run the other way;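 further: 0% = wells with enzyme and -100% = buffer wells without enzyme; nearly all actives have a fitted effect of over 50% in size; many of its hits are not listed in these tables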
Target sequence (B2RXH2 1-337 limits assumed): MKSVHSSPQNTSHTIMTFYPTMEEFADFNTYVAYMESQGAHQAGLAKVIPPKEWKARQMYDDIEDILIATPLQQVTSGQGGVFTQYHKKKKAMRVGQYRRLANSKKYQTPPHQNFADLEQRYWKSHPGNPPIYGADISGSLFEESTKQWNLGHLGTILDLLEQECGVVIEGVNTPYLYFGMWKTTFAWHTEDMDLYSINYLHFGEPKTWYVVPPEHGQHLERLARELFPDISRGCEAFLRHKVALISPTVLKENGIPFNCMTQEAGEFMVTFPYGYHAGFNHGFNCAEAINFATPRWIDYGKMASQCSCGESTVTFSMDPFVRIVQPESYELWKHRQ
Tau fibril ThT – tau fibrillization inhibition (ThT binding); recombinant tau K18 P301L, heparin-induced fibrillization, ThT fluorescence; Potency, µM (top dose mostly 57.4 µM), for inactives: at the highest dose activity, negative = inhibition, most hits filed as inhibitors; P10636; AID 1460; 2.1% of 270,000 active; further: on the % scale 0 is the no-effect control and ±100 the full control effect; nearly all actives have a fitted effect of over 55% in size
Target sequence (P10636 561-689 P618L limits assumed): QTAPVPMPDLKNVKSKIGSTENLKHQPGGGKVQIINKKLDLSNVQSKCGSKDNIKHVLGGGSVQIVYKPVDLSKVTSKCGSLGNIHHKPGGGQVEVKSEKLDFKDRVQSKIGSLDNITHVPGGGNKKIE
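Fibril formation assay: tau K18 P301L at 15 uM with trace Alexa 594 label, heparin inducer 20 uM, pH 7 sodium acetate buffer, 37 C for 6 hr; endpoint ThT signal.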
ALDH1A1 block – ALDH1A1 (human) enzyme inhibition; P00352; Purified ALDH1A1, NADH fluorescence, propionaldehyde substrate; Potency, µM (doses to about 75.3 µM), without a hit: at the top dose activity, negative = inhibition, actives largely listed as inhibitors; 7.3% of 220,000 active; active means well fitted inhibition curve with a large enough effect, not every such curve was filed as active; inconclusive means small, poorly fitted or top-dose-only effect, or another doubt; inactive means no such curve, though single readings can be large or run the other way;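 further: plate controls were no enzyme wells and a reference inhibitor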
Target sequence (P00352 whole entry, looked up): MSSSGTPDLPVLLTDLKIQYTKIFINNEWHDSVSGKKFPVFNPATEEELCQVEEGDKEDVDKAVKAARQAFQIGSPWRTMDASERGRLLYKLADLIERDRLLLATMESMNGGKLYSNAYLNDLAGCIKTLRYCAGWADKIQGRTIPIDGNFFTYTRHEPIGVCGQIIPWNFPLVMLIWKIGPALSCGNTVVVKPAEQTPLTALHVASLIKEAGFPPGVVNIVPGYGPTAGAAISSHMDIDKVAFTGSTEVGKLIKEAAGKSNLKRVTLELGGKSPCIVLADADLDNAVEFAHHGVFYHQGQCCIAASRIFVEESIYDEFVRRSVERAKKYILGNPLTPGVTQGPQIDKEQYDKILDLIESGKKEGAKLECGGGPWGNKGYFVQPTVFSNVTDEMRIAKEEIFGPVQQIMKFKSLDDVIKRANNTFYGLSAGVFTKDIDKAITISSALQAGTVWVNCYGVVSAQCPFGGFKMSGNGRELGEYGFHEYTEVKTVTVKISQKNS
Tau fibril FP – inhibitors of human tau fibril formation. P10636. K18 P301L tau heparin fibrillization, Alexa594 FP, 6 h. Potency, µM (top dose mostly 57.7 µM), inactives show at the highest dose activity, negative = inhibition, most hits filed as inhibitors. 0.39% of 280,000 active; further: on the % scale 0 is the no-effect control and ±100 the full control effect; nearly all actives have a fitted effect of over 55% in size
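Recombinant K18 P301L […], labeled with Alexa 594 at 0.24 uM over 15 uM unlabeled; heparin inducer 20 uM final; 37 C, 6 hr; FP endpoint.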
Tau fluor counter – counter-screen for tau fibril formation inhibitors; tau K18 P301L Alexa594 fluorescence, heparin fibrillization; Potency, µM (doses to about 57.7 µM), without a hit: at the highest dose activity change, negative = decrease; 0.93% of 280,000 active; AID 1463; further: on the % scale 0 is the no-effect control and ±100 the full control effect; nearly all actives have a fitted effect of over 55% in size
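Human tau K18 P301L (15 uM unlabeled, 0.24 uM Alexa 594-labeled) in 100 mM sodium acetate pH 7 with 20 uM heparin, 6 hr at 37 C. ThT 30 uM added, 1 hr ambient; Alexa 594 FP and total fluorescence read at 555/632 nm.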
HTT aggregate – mutant huntingtin aggregation inhibition; PC12 HttQ103-GFP aggregates, Acumen cytometry, 40 h; Potency, µM (titrated, usually from 46.1 µM), for the others: at the highest dose activity change, negative = inhibition, hits mostly inhibitors; 1.1% of 220,000 active; further: on the % scale 0 is the no-effect control and ±100 the full control effect; nearly all actives have a fitted effect of over 60% in size
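Multiplexed with ATP-based cell death, this channel scores GFP aggregates in PC12 cells expressing inducible HTTex1-Q103-GFP. Induction used 100 nM tebufenozide; compounds were tested in concentration series.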
SMN2 splice enh – increases expression of the SMN2 splice variant; HEK293 SMN2-luciferase splicing reporter, luminescence, 30-36 h; Potency, µM (series often up to 46.1 µM), without a hit: top-dose activity change, positive = activation, actives largely listed as activators; 2.8% of 210,000 active; AID 1458; further: % of control where 0% means no effect; nearly all actives have a fitted effect of over 55% in size
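qHTS luciferase splicing reporter: luminescence rises when SMN2 exon 7 is included in transfected HEK293 cells. Compound exposure lasted 30-36 h at 37C, with 4.5 mM final sodium butyrate as control, followed by a ONE-Glo read.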
* hit, by the source's call; ? = inconclusive; · = no result given; [ ] = another dose, or the depositor's remark. Unless noted, the call rests on the fitted dose curve; in most records, active means well fitted curve in the direction sought with a large enough effect; inconclusive means small, poorly fitted or top-dose-only effect, or another doubt; inactive means no such curve, though single readings can be large; an effect the other way counts as inactive or inconclusive. Potency means the concentration at half of the fitted maximal effect. These rows are one share of the data, so the mix of outcomes need not match the whole.

SMILES	HTT ATP protect	JMJD2E inh	Tau fibril ThT	ALDH1A1 block	Tau fibril FP	Tau fluor counter	HTT aggregate	SMN2 splice enh
O=[N+]([O-])c1cc(-n2cccc2)ccc1N1CCOCC1	19%[10 µM]	1%	?	-4%	4%	-15%	11%	4%
Cc1cc2ncn(C(=O)N3CCC(C)CC3)c2cc1C	-17%[10 µM]	6%	-10%	5%	4%	-5%	?	16µM*
CCCCCC/C(=N/O)c1ccccn1	-20%[0.074 µM]	?	-9%	-3%	-12%	-14%	?	-7%
Cc1ccc(N=C2NC(=O)C(CC(=O)NCc3ccccc3)S2)cc1C (stereo not given)	·	-5%	-12%	25µM*	2%	-10%	17%	-3%
C/C(=N/NC(=O)Cc1cccs1)c1ccco1	17%[10 µM]	6%	-3%	?	-4%	-1%	-4%	12%
O=C(/C=C/c1ccc(Br)o1)Nc1nnc(C2CC2)s1	16%[10 µM]	-8%	-10%	-13%	2%	-3%	6%[9.22 µM]	·
Cn1c(=O)c2c(ncn2CC(=O)Nc2ccccc2)n(C)c1=O	-2%	8%	-4%	0%	0%	-2%	-12%	16%
COc1cc(C(=O)NCCCNc2nc3c(C)cc(C)cc3cc2C#N)cc(OC)c1OC	-1%[10 µM]	?	-14%	?	6%	-11%	12%[9.22 µM]	-19%
COc1ccc(C(C)=O)cc1CSc1nnc(C)n1-c1ccccc1	·	6%	-2%	?	0%	-4%	-5%	23%
COc1ccc(C(=O)NC(=S)Nc2ccc(N3CCOCC3)c(Cl)c2)cc1[N+](=O)[O-]	3%[10 µM]	4%	0%	6%	1%	-4%	13%	·
CCCn1c(=N)n(CC(=O)c2ccc([N+](=O)[O-])cc2)c2ccccc21	·	?	?	?	5%	-28%	-7%	0%
COC(=O)Cc1ccc(NC(=S)N2CCN(c3ccc(F)cc3)CC2)cc1	-5%[10 µM]	-5%	16%	-10%	7%	12%	9%	-46%[inhibitor]
Cc1cc(SCC(=O)c2ccc(O)c(O)c2)n2nc(C)c(-c3ccccc3)c2n1	-38%[10 µM]	?	?	·	-4%	11µM*[quencher]	-5%[9.22 µM]	·
O=C(CSc1nc2ncccc2[nH]1)c1ccc(F)cc1	3%	1%	2%	?	-2%	-2%	-7%	6%
O=c1c2ccccc2nnn1CSc1nnnn1-c1ccc(O)cc1	-20%	5%	-8%	?	5%	-7%	?	-17%
Cc1cc2cc(C)c(NCCNC(=O)c3ccccc3F)nc2cc1C	·	?	?	-10%	4%	-16%	·	-16%
CN(C)c1ccc(C(=O)OCC(=O)N2CCOCC2)cc1	2%	-14%	1%	?	7%	-3%	-6%	29%
COC(=O)c1cc2sc(C)cc2n1CC(=O)Nc1ccc(C)cc1Cl	·	·	3%	·	1%	-7%	·	0%
COc1ccc2c(c1)-c1nc(NC(=O)c3ccc(Cl)cc3)sc1CC2	·	·	-4%	·	-16%	-16%	·	-3%
CC1CCc2c(C(=O)NCc3cccnc3)csc2C1 (stereo not given)	14%[10 µM]	-7%	-11%	?	-4%	-10%	-1%	-17%
CC(Sc1nnc(Cc2cccs2)n1C1CCCCC1)C(=O)N1CCc2ccccc21 (stereo not given)	-13%	-3%	-23%	?	16%	-6%	-8%	19%
CCOCCCNC(=S)Nc1cc(C)cc(C)c1	31%[0.074 µM]	8%	-4%	2%	-9%	-8%	14%	?
CC(C)CCN(C(=S)Nc1cccc(F)c1)C1CCN(C(C)C)CC1	18%	4%	1%	10%	-3%	-1%	-9%	-72%[inhibitor]
CCN(CC)S(=O)(=O)c1ccc(N=Nc2c(N)[nH]c(=O)[nH]c2=O)cc1	-1%[10 µM]	-2%	?	·	8%	-11%	-9%[9.22 µM]	·
Cc1ccc2c(c1)C(O)(CC(=O)/C=C/C=C/c1ccccc1)C(=O)N2 (stereo not given)	-17%[0.074 µM]	-13%	?	-3%	-10%	-7%	9%	-2%
CN(C(=O)COC(=O)CCc1c[nH]c2ccccc12)C(c1ccccc1)c1ccccc1	-11%[10 µM]	0%	19%	3%	1%	?	-12%	10%
CCOC(=O)c1sc(=S)n(-c2ccc(C)cc2)c1SC	-6%	1%	?	22µM*	-5%	-3%	-12%	-9%
CC1CN=C(c2cccn2Cc2ccc(F)cc2Cl)O1 (stereo not given)	?	-9%	-8%	-13%	-5%	-7%	-11%	6%
COc1cccc2cc(C(=O)Nc3ccc(CC(=O)O)cc3)c(=O)oc12	·	·	?	·	5%	-14%	·	-17%
O=C(N/N=C/c1ccc([N+](=O)[O-])cc1)c1[nH]ncc1Br	-81%[inhibitor]	3%	?	4%	8%	-12%	-2%	11µM*
OC1(c2ccc3c(c2)OCO3)CCN(Cc2ccccn2)CC1	8%	-2%	-7%	3%	1%	-6%	0%	9%
CCCOc1ccc(C(=O)NCCc2ccccc2)cc1	-153%	-13%	?	-1%	3%	-4%	9%	14µM*
O=C(NCC1CCCO1)c1ccccc1S(=O)(=O)c1ccc([N+](=O)[O-])cc1 (stereo not given)	·	-8%	7%	6%	3%	7%	10%	20%
Fc1cccc(CCN2C(=S)NC[C@@H]2CC2CCCCC2)c1	32%[10 µM]	-1%	-4%	·	0%	-10%	?	·
CC(CSc1nnnn1-c1ccccc1)Cn1c(N2CCCC2)nc2c1c(=O)[nH]c(=O)n2C (stereo not given)	8%[10 µM]	9%	-6%	-13%	-4%	-4%	19%	4%
Cc1ccc2nc(NC(=O)c3nc(SCc4ccccc4C)ncc3Cl)sc2c1	·	·	7%	·	-8%	-2%	·	-4%
COc1cc([N+](=O)[O-])ccc1NC(=O)C[n+]1cccc(C)c1	22%[10 µM]	-9%	-15%	?	0%	-9%	17%	1%
Cc1ccc(CN2CCSc3ccc(C(=O)Nc4ccc(C)cc4)cc32)cc1	·	·	-17%	·	15%	?	·	?
CCOC(=O)C(Cc1ccc(NC(=O)/C(=C\c2ccccc2)NC(=O)c2ccccc2)cc1)N1C(=O)c2ccccc2C1=O (stereo not given)	23%[10 µM]	-25%	6%	17%	-12%	-3%	-15%	-5%
Cc1cc(C)c(C#N)c(SCc2ccccc2)n1	4%[10 µM]	-3%	-11%	?	-8%	-16%	-15%	4%
CCSc1ccccc1C(=O)NCc1ccco1	8%	-1%	-9%	2%	-4%	-10%	-3%	0%
Cc1ccc(NC(=O)C2OCCc3ccccc32)cc1C (stereo not given)	-11%[10 µM]	3%	-4%	-8%	1%	-14%	-6%[9.22 µM]	·
COC(=O)Nc1cccn(Cc2c(Cl)cccc2Cl)c1=O	7%	?	-5%	?	6%	1%	17%	-28%
CN(C(=O)COC(=O)CNC(=O)CNC(=O)c1ccc(Cl)cc1Cl)c1ccccc1	-30%	-4%	-6%	8%	-9%	-6%	31%	2%
CCCC(=O)Nc1ccc2c(c1)nc(CN1CCCCC1)n2C	-5%[0.074 µM]	-6%	-2%	-3%	4%	6%	-4%	8%
FC(F)(F)c1cc(Oc2ccc(Cl)cc2)nc(-c2ccccn2)n1	7%	-3%	-4%	-5%	-1%	2%	5%	6%
COc1ccc(C(=O)Nc2cccc(/C=C(\CCC(=O)O)c3nc4ccccc4s3)c2)cc1	-15%[10 µM]	?	-17%	·	10%	-4%	-11%[9.22 µM]	·
Cc1nnc(NC(=O)c2ccncc2)s1	0%	1%	-7%	1%	-3%	-2%	12%	-13%
COc1ccc2c(C)c(CCC(=O)NCCc3ccccc3OC)c(=O)oc2c1	·	·	-10%	·	-8%	-11%	·	-1%
Cc1ccc(NC(=O)CCC(=O)NNC(=O)c2cccs2)cc1C	-12%	-2%	-11%	6%	4%	-6%	10%	-43%[inhibitor]
Fc1ccc(CN2CCN(C(=S)NCCc3ccccc3)CC2)c(Cl)c1	-8%[10 µM]	1%	-14%	?	-12%	-16%	-17%[9.22 µM]	-35%[inhibitor]
CC(=O)N1[C@H](Cc2ccccc2)C=C[C@]1(C)C(=O)O	9%	0%	-3%	28µM*	0%	3%	·	-2%
Cc1nn(-c2ccccc2)c2c1cc1c(=O)[nH]c(=O)nc-1n2-c1cccc(C(F)(F)F)c1	·	·	-8%	·	-9%	-9%	·	-2%
CC(C)c1ccc(-c2nnn(CCC#N)n2)cc1	·	6%	-18%	2%	7%	-12%	·	20%
O=C(Nc1ccccc1Cl)N1CCN(c2ccc3nncn3n2)CC1	-9%	4%	-24%	8%	-1%	-6%	14%	-8%
COc1ccc(/C=C\c2onc(C)c2S(=O)(=O)N2CCC(C(=O)NCc3ccco3)CC2)cc1	5%[10 µM]	?	2%	·	-8%	-19%	16%[9.22 µM]	·
Cc1cc(C)n2nc(C(=O)OCC(=O)c3cc(C)n(C)c3C)nc2n1	-3%	5%	-11%	-11%	-11%	-6%	-1%	-11%
Cc1ccc(-c2ccc(CCC(=O)O)n2NC(=O)c2cccs2)cc1	-3%[0.074 µM]	6%	-5%	11%	-2%	-3%	-2%	4%
Cc1cc2ccc(C)c(C)c2nc1SCC(=O)c1cccs1	-11%[10 µM]	?	-18%	-4%	?	?	-18%	8%
CCOC(=O)/C(=N\Nc1cc(Cl)ccc1Cl)N1CCN(CC)CC1	22%[10 µM]	-25%	-15%	-3%	-1%	-14%	4%	-5%

Reprinted at random: two entries already listed
SMILES	HTT ATP protect	JMJD2E inh	Tau fibril ThT	ALDH1A1 block	Tau fibril FP	Tau fluor counter	HTT aggregate	SMN2 splice enh
O=C(NCC1CCCO1)c1ccccc1S(=O)(=O)c1ccc([N+](=O)[O-])cc1 (stereo not given)	·	-8%	7%	6%	3%	7%	10%	20%
Cc1cc(SCC(=O)c2ccc(O)c(O)c2)n2nc(C)c(-c3ccccc3)c2n1	-38%[10 µM]	?	?	·	-4%	11µM*[quencher]	-5%[9.22 µM]	·

New compounds follow.
SMILES	HTT ATP protect	JMJD2E inh	Tau fibril ThT	ALDH1A1 block	Tau fibril FP	Tau fluor counter	HTT aggregate	SMN2 splice enh
COc1ccc(C(=O)NCC(=O)OCC(=O)NC(=O)NC2CCCCC2)cc1OC	-3%[10 µM]	-5%	-6%	-3%	-2%	3%	7%	-5%
COc1ccc(S(=O)(=O)NCC2CCCN(C(=O)c3ccco3)C2)cc1 (stereo not given)	6%[10 µM]	-1%	-7%	4µM*	-1%	-10%	12%[9.22 µM]	·
CCNC(=O)c1ccc(N(C)S(=O)(=O)c2cccs2)cc1	-53%[inhibitor]	8%	-9%	6%	-8%	-10%	17%	·
Cc1ccc(S(=O)(=O)NCC(=O)NCC(=O)OCC(=O)NC(=O)NC(C)(C)C)cc1C	-1%	4%	1%	-4%	1%	4%	7%	8%
